# bCat KO growth: primary screen for growth suppressors in beta-catenin knockout HCT116 cells (colon tumor, human); HCT116 beta-catenin knockout viability, CellTiter-Glo, 60 h; active compounds read low; viability, % at 10 µM; 1.5% of 140,000 active; AID 818, 2007;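 active = viability at or under a set limit, the compound median less 4 SD, cut at about 6% in these data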;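 note: 0% = Hyamine 1622 control at 20 µM and 100% = untreated cell control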
# MRP1 act: H69AR viability gain despite doxorubicin, primary screen, MRP-1 activator project, H69AR cells, CellTiter-Glo. viability rescue. viability increase, % at 10 µM. 0.61% of 140,000 active;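 active = viability gain under doxorubicin at or above a set limit, the compound median plus 3 SD, cut at about 4.7% in these data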;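 note: MRP-1 overexpressing cells given doxorubicin 25 µM after compound pretreatment; 18-22 h compound pretreatment then 72 h with doxorubicin before readout; 0% = doxorubicin-only wells and 100% = vehicle-treated cells without doxorubicin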
# NPY Y2 blocker: NPY-Y2 receptor antagonists, primary screen, cell-based | Neuropeptide Y receptor type 2 (Homo sapiens), P49146 | AID 793, 2007 | 0.99% of 140,000 active | inhibition, % at 2.7 µM | NPY-Y2 expressing cells, antagonist mode; in the data active = inhibition above about 17%;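 note: 0% = vehicle with agonist challenge and 100% = reference antagonist with challenge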
# Target sequence (P49146 whole entry, looked up): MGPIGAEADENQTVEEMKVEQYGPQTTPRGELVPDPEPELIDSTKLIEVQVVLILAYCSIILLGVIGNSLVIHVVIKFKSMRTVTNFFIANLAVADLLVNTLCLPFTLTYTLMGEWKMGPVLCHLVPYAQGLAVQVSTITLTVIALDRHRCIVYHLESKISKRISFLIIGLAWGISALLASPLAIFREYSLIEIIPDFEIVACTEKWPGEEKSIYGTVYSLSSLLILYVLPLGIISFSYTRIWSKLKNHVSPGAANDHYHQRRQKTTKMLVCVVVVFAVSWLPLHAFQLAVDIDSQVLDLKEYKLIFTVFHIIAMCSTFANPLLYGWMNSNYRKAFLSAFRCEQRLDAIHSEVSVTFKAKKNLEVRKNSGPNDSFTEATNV
# Yeast lifespan up: compounds extending yeast replicative lifespan, primary screen, S. cerevisiae, OD615 | S. cerevisiae growth with nicotinamide; deaD strain in restrictive glucose medium | inhibition of the nicotinamide effect, % at 10 µM | 0.68% of 130,000 active;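 active = inhibition above a set limit, placed 3 SD over the median of all compounds, cut at about 26% in these data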;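 note: 0% = nicotinamide-treated wells and 100% = cells grown without nicotinamide; some compounds called inactive have numbers as strong as hits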
#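 Material: Modified budding yeast, DeaD strain | Medium: Restrictive glucose medium | Probe or stimulus: 1.5 mM nicotinamide | Dosing: Single dose 10 µM compound, 0.25% DMSO | Times: 48 h at 30 °C | Technique: OD615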
# Phagocytosis inh: inhibitors of macrophage phagocytosis, primary screen, imaging, J774A.1 cells, IgG beads; inhibition, % at 5 µM; J774A.1 macrophage IgG-bead phagocytosis; 0.07% of 110,000 active;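 active = inhibition above the mean of the plate negative controls plus 5 SD, cut at about 13% in these data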;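 note: phagocytic index as fraction of beads internalized from green versus red external bead signal; plate controls were DMSO negative control for no effect and cytochalasin-D positive control for full effect; some results beyond the cut were filed as inactive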
# PTEN del growth: growth suppression of PTEN-null HCT116, primary screen, cell-based, CellTiter-Glo; HCT116 PTEN-null viability, 60 h; active compounds read low; viability, % at 10 µM; 1.2% of 140,000 active; AID 827, 2007;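 active = viability at or below a set limit, 4 SD under the median of all tested compounds, cut at about 3.7% in these data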;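 note: PTEN knockout HCT116 line with beta catenin targeted HCT116 as companion control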
# E-sel TNF inh: E-selectin induction blockers in HUVEC – imaging, immunofluorescence, high content, primary screen; HUVEC TNFa-induced E-selectin immunofluorescence; inhibition, % at 2 µM; 0.71% of 120,000 active; AID 1246, 2008;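 active = inhibition above the batch mean plus 3 SD, and confirmed as a hit on visual image review, cut at about 43% in these data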;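 note: 0% = TNF-stimulated DMSO wells and 100% = unstimulated control wells; not every result past the cut was called active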
# Yeast growth inh: growth inhibitors of yeast BB579 in restrictive medium, primary screen, yeast lifespan-shortening project, S. cerevisiae | OD615, 48 h | inhibition, % at 10 µM | 0.51% of 140,000 active;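 active = inhibition above a set limit, 3 SD over the mean compound inhibition, cut at about 44% in these data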; note: inactives centre near -24
#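 controls = amphotericin B 10 µg/mL, positive | assay system = DeaD yeast strain BB579 | schedule = 48 h compound exposure at 30 °C after 4 h preincubation | detection = OD615 turbidity measurement | medium = restrictive CSMM-D medium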
# GALR2 blocker: GALR2 antagonists in receptor-expressing cells, primary screen; Galanin receptor type 2 (Homo sapiens), O43603; antagonist mode; inhibition, % at 4 µM; 0.39% of 140,000 active; AID 828, 2007; in the data active = inhibition above about 27%;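 note: cells stimulated with galanin 1-16 at roughly its EC80; 0% = agonist challenge control and 100% = basal control without agonist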
# Target sequence (O43603 whole entry, looked up): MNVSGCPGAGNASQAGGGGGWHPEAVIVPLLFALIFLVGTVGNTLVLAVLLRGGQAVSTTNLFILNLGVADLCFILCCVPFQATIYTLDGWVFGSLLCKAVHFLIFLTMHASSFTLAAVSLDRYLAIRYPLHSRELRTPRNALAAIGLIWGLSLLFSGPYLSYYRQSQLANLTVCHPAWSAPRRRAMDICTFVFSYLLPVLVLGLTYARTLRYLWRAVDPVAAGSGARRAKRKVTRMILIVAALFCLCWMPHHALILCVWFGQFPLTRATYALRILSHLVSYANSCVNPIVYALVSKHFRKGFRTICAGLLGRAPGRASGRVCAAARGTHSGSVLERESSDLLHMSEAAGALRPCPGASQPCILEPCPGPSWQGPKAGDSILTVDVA
# Measles CPE: compounds protecting cells from measles virus cytopathic effect, primary screen, measles RdRp inhibitor project, single point, MLSMR library, absorbance; Measles virus-infected cells, CPE protection; protection (pct of control), % at 4 µM; 1.5% of 140,000 active; in the data active = protection mostly above about 24%, no sharp cut-off; inactive = mostly below about 26%; note: some compounds called inactive have numbers as strong as hits
# The depositor's hits bear a star; nt = no result given. Compounds were not picked by outcome; overall some 6.3% were active at least once.
SMILES,bCat KO growth,MRP1 act,NPY Y2 blocker,Yeast lifespan up,Phagocytosis inh,PTEN del growth,E-sel TNF inh,Yeast growth inh,GALR2 blocker,Measles CPE
CC1(C)CC(CC(=O)O)(c2ccc(Cl)cc2)CCO1 (centres undefined),100,-1.2,4,-7,0,104,4,-7,3,12
COc1ccc(/C=N/NC(=S)NCc2ccccc2)cc1OC,102,-0.6,11,-4,-5,104,12,-28,4,8
COCCCNc1c2c3c(cccc3[nH]c1=O)C(=O)c1ccccc1-2,39,-4.7,9,35*,3,30,nt,0,16,7
CS(=O)(=O)N(CC(=O)Nc1ccc2c(c1)OCO2)c1ccc2c(c1)OCO2,87,-1.7,-1,-12,-2,83,nt,-3,-14,0
COc1cccc(CNc2ccc(F)c(Cl)c2)c1OC,97,3.0,4,-12,nt,91,6,9,-13,10
O=C(c1ccccc1-c1ccccc1)N1CCN(c2ccccn2)CC1,15,-4.6,8,3,0,31,-17,-32,5,4
COc1cc(C(=O)NCCc2cn3ccc(C)cc3n2)cc(OC)c1OC,83,-1.6,2,1,0,91,nt,-73,-8,4
O=C(c1cc(F)c(F)cc1Cl)N1CCCCC1,96,0.4,-2,-11,-1,98,-18,-15,-5,9
CCCCn1c(=N)n(CC(O)COc2cccc(C)c2)c2ccccc21 (centres undefined),1.7*,-5.5,54*,1,-2,1.5*,nt,-16,14,2
Cc1occc1C(=O)NCCCc1ccccc1,95,-0.9,4,-15,-2,103,-9,-41,-8,24
Cn1c(=O)n(Cc2ccccc2)c(=O)c2c1nc1n2CCS1,97,-0.1,-2,4,0,101,10,-73,3,19
CCCOc1ccc(C(=O)CCC(=O)OCC(=O)Nc2ccc(Oc3ccccc3)cc2)cc1,93,0.5,1,1,-3,92,-8,-39,-5,8
Cc1csc(SCC(=O)Nc2cc(C(C)(C)C)nn2-c2ccccc2)n1,94,-0.7,0,-6,-1,99,3,-66,14,2
Cc1ccccc1N1Cc2ccccc2C1,87,-2.6,3,-6,-5,89,nt,-16,1,26
O=C(O)c1ccc(SCc2cnc(Cl)s2)cc1,100,-2.1,1,-18,nt,93,15,97*,0,4
CCOC(=O)c1csc(NC(=O)CSc2nnnn2-c2ccc3c(c2)OCCO3)n1,88,-0.5,9,nt,nt,93,-12,-41,3,22
O=C(Nc1ccccc1N1CCOCC1)C1CCN(S(=O)(=O)c2cccc(C(F)(F)F)c2)CC1,71,-1.7,0,-2,-14,79,nt,-37,-13,2
COc1ccc(C(=O)N2CCN=C2SCc2cccnc2)c(OC)c1,96,0.6,2,-1,1,91,-7,7,-14,8
CCOC(=O)N1CCN(C(=O)c2cnc3n(c2=O)CCS3)CC1,90,-3.9,4,-21,nt,99,31,-1,12,6
Nc1nc(N2CCOCC2)nc2ccccc12,105,-3.2,1,-17,-2,95,3,-41,8,17
COc1ccccc1NC(=O)Cn1cc(C#N)c2ccccc21,88,-2.5,0,-13,-2,87,-8,-24,14,5
CC(C)(C)OC(=O)N1CCOCCOCCN(C(=O)OC(C)(C)C)CCOCCOCC1,89,-0.7,-1,-10,0,111,6,-42,-5,13
CCOc1ccc(C(=O)Nc2ccc3c(c2)OCCO3)cc1OC,96,-1.0,-2,-10,3,79,10,-61,18,13
O=C(CSc1nc2ccccc2c(=O)n1-c1ccccc1)c1c[nH]c2ccccc12,53,-2.2,2,1,-3,44,nt,-62,9,16
CCNC(=O)c1ccc(C2SCC(=O)N2Cc2ccco2)cc1 (centres undefined),87,1.3,0,-14,nt,84,4,-34,10,5

# Entries of single compounds, quoted from the list:
# CS(=O)(=O)N(CC(=O)Nc1ccc2c(c1)OCO2)c1ccc2c(c1)OCO2 reads bCat KO growth = 87; MRP1 act = -1.7; NPY Y2 blocker = -1; Yeast lifespan up = -12; Phagocytosis inh = -2; PTEN del growth = 83; E-sel TNF inh = nt; Yeast growth inh = -3; GALR2 blocker = -14; Measles CPE = 0
# O=C(c1ccccc1-c1ccccc1)N1CCN(c2ccccn2)CC1 reads bCat KO growth = 15; MRP1 act = -4.6; NPY Y2 blocker = 8; Yeast lifespan up = 3; Phagocytosis inh = 0; PTEN del growth = 31; E-sel TNF inh = -17; Yeast growth inh = -32; GALR2 blocker = 5; Measles CPE = 4
# CCOC(=O)c1csc(NC(=O)CSc2nnnn2-c2ccc3c(c2)OCCO3)n1 reads bCat KO growth = 88; MRP1 act = -0.5; NPY Y2 blocker = 9; Yeast lifespan up = nt; Phagocytosis inh = nt; PTEN del growth = 93; E-sel TNF inh = -12; Yeast growth inh = -41; GALR2 blocker = 3; Measles CPE = 22

# The list continues:
SMILES,bCat KO growth,MRP1 act,NPY Y2 blocker,Yeast lifespan up,Phagocytosis inh,PTEN del growth,E-sel TNF inh,Yeast growth inh,GALR2 blocker,Measles CPE
Cc1[nH]c2ccc(C(=O)O)cc2c1C,100,-0.7,-1,-7,4,93,-10,-36,0,10
COc1ccc(Cc2nn[nH]n2)cc1,92,-1.0,9,-5,8,96,44,-10,5,23
CCCCn1c(NC(C)CC)nc2c1c(=O)[nH]c(=O)n2C (centres undefined),97,-0.3,6,-12,0,94,nt,-9,0,16
CC1(C)CC(=O)C2=C(C1)N(Cc1cccnc1)C(=O)C2(NC(=O)C1CC1)C(F)(F)F (centres undefined),99,-1.6,9,-2,0,91,2,4,7,19
Cc1ccc(CNc2ncccc2-c2nc3cc(Cl)ccc3o2)cc1,90,3.0,0,1,-1,100,-9,6,8,3
Cc1cc(C)cc(NC(=O)N2CCCC2C(=O)Nc2ccc(-n3cnnn3)cc2)c1 (centres undefined),85,-3.7,4,-13,-1,99,9,-14,8,9
COc1ccc2c(CN3CCN(S(=O)(=O)c4cccs4)CC3)cc(=O)oc2c1,53,-1.2,3,-3,-9,49,nt,-8,-9,26
Cc1c(C(=O)NCc2cccnc2)oc2ccc(S(=O)(=O)N3CCC4(CC3)OCCO4)cc12,98,0.1,2,-5,-2,101,7,-40,-8,4
N#Cc1ccc(Oc2cccc(C(=O)O)c2)cc1C#N,87,-1.1,4,-4,0,88,9,-29,1,6
Cc1cccc(C(=O)N/N=C/c2cc(Br)c(Br)o2)c1,81,-2.8,5,-1,-1,56,4,-35,6,8
COc1ccc(F)cc1CN1CCN(C(=O)CCC(=O)Nc2nnc(C(C)C)s2)CC1,90,-1.2,1,-13,0,82,nt,-24,-3,27
COC(=O)c1ccc(NC(=O)C2C3CCC(C3)C2C(=O)O)cc1 (centres undefined),81,0.1,9,-9,1,84,-32,-39,8,3
O=C(Nc1cccc2nsnc12)c1ccc(-c2cccc(Cl)c2)o1,99,-1.8,2,-18,nt,100,44,-47,-3,26
Cc1cccc(N=Nc2c(N)n[nH]c2-c2ccc(Cl)cc2)c1,77,-2.1,-4,-6,nt,77,-8,-32,1,4
COc1ccc(NC(=O)CCC2CCCC2)cc1OC,99,-1.7,1,-12,-2,104,-8,-22,0,18
Cc1nn(-c2ccccc2)c2sc(-c3nnc(SCC(=O)O)o3)cc12,106,-0.2,2,-8,0,87,4,-66,-12,4
O=C(NCc1ccco1)c1ccccc1NS(=O)(=O)c1ccc2c(c1)OCCO2,103,-3.5,0,-13,0,109,-2,-28,3,4
C/C(=C\C(=O)c1ccccc1)Nc1ccc(O)cc1,105,0.8,3,-10,-1,105,13,-64,-2,12
CC1Cc2ccccc2N1C(=O)CSc1ncc(-c2ccc(F)cc2)n1C (centres undefined),96,-0.4,3,1,-8,97,11,9,0,9
CCC(C(=O)NC1CCCC1)N(C(=O)Cn1nnc(-c2cccs2)n1)c1cnc2ccccc2c1 (centres undefined),99,-0.7,1,0,1,94,-34,-26,0,26
CC1(C(=O)O)CCC(C(=O)NC2CCCCCC2)C1(C)C (centres undefined),100,-1.7,3,-1,-1,97,-15,-16,-2,9
CCN(CC)CCCNC(=O)C1c2ccccc2C(=O)N(C)C1c1ccc(OC)cc1 (centres undefined),99,-0.8,2,-14,3,88,nt,-20,-9,16
Cc1cc(C)nc(NS(=O)(=O)c2ccc(NC(=O)c3cccs3)cc2)n1,81,-4.3,3,-17,0,93,2,-34,-4,12
Cc1cccc(CSc2ncnc3nc[nH]c23)c1,98,-1.3,8,7,0,85,-23,-30,12,8
NC1=NC(=O)/C(=C/c2c(OS(=O)(=O)c3ccc(Cl)cc3)ccc3ccccc23)S1,89,-4.8,13,9,-3,97,-20,-19,9,22
# Other compounds follow:
SMILES,bCat KO growth,MRP1 act,NPY Y2 blocker,Yeast lifespan up,Phagocytosis inh,PTEN del growth,E-sel TNF inh,Yeast growth inh,GALR2 blocker,Measles CPE
Cc1nn(-c2ccccc2)c2c1C1(C(=O)N(C)c3ccccc31)N(c1ccccc1)C(=O)N2 (centres undefined),98,-2.8,1,-5,-1,93,20,-31,15,16
Cc1csc(NC(=O)CN(C)S(=O)(=O)c2cccc3cccnc23)n1,87,-0.5,2,-5,0,88,4,10,-15,3
OC(COc1ccccc1)Cn1cc(Br)cn1 (centres undefined),96,-0.6,3,-10,-2,100,nt,-5,-9,17
CC(C)OC(=O)CCCN1C(=O)c2ccc(N)cc2C1=O,86,1.2,0,-13,-2,94,nt,-23,9,15
COc1cccc(-n2c(SCC(=O)N3CCc4ccccc43)nnc2-c2c[nH]c3ccccc23)c1,21,-4.3,0,4,nt,15,2,-8,2,3
CC(=O)N1CCc2cc(S(=O)(=O)NC(CC(C)C)C(=O)Nc3cc(C(=O)O)ccc3C)ccc21 (centres undefined),90,0.0,1,-6,-1,99,-16,-13,-1,8
CC(C)n1nnnc1-c1cc(Cl)cc(Cl)c1,96,-0.8,-1,-4,nt,92,11,-15,-8,14

# Only Yeast lifespan up, PTEN del growth and Phagocytosis inh, for 5 of the compounds above:
Compound	Yeast lifespan up	PTEN del growth	Phagocytosis inh
COc1cc(C(=O)NCCc2cn3ccc(C)cc3n2)cc(OC)c1OC	1	91	0
O=C(c1cc(F)c(F)cc1Cl)N1CCCCC1	-11	98	-1
CCCCn1c(=N)n(CC(O)COc2cccc(C)c2)c2ccccc21 (centres undefined)	1	1.5*	-2
Cc1occc1C(=O)NCCCc1ccccc1	-15	103	-2
Cn1c(=O)n(Cc2ccccc2)c(=O)c2c1nc1n2CCS1	4	101	0

# 2 entries drawn at random from those above, as already listed:
SMILES,bCat KO growth,MRP1 act,NPY Y2 blocker,Yeast lifespan up,Phagocytosis inh,PTEN del growth,E-sel TNF inh,Yeast growth inh,GALR2 blocker,Measles CPE
CC(C)OC(=O)CCCN1C(=O)c2ccc(N)cc2C1=O,86,1.2,0,-13,-2,94,nt,-23,9,15
Cc1nn(-c2ccccc2)c2c1C1(C(=O)N(C)c3ccccc31)N(c1ccccc1)C(=O)N2 (centres undefined),98,-2.8,1,-5,-1,93,20,-31,15,16

# Compound activity deposited in PubChem BioAssay by several laboratories.
